Epigenetic derep: regulators of epigenetic silencing causing reporter derepression in mouse cells | murine LDR cells, GFP reporter derepression, 30 h | Potency, µM (top dose mostly 53.9 µM), inactives show at the highest dose GFP activation, most hits filed as activators | actives 0.2% (n = 280,000); further: % of control where 0% means no effect; nearly all actives have a fitted effect of over 60% in size
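Derepression of a silenced CMV-GFP reporter in murine LDR cells is scored by enumerating GFP-positive cells with a laser-scanning microplate cytometer after 30 hours of treatment at 37 C.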
SMN2 splice enh: enhancers of SMN2 splice variant expression; HEK293 SMN2-luciferase splicing reporter, luminescence, 30-36 h; Potency, µM (highest dose often 46.1 µM), for inactives: top-dose activity change, positive = activation, most hits filed as activators; actives 2.8% (n = 210,000); AID 1458; further: % of control where 0% means no effect; nearly all actives have a fitted effect of over 55% in size
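HEK293 cells carry an SMN2 minigene-luciferase reporter in which exon 7 inclusion puts luciferase in frame. Cells were seeded at 2000 cells/well, attached for 10-12 hours, then exposed to compounds for 30-36 hours at 37C before ONE-Glo luminescence.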
NPSR antagonist: blocks cAMP signaling of the human neuropeptide S receptor; Q6W5P4; CHO-NPSR cells, cAMP TR-FRET, antagonist mode; Potency, µM (top dose mostly 38.3 µM), for inactives: top-dose activity change, negative = inhibition, most hits filed as inhibitors; actives 1% (n = 220,000); AID 1461; further: on the % scale 0 is the no-effect control and ±100 the full control effect; nearly all actives have a fitted effect of over 50% in size; many of its hits are not listed in these tables
Target sequence (Q6W5P4 whole entry, looked up): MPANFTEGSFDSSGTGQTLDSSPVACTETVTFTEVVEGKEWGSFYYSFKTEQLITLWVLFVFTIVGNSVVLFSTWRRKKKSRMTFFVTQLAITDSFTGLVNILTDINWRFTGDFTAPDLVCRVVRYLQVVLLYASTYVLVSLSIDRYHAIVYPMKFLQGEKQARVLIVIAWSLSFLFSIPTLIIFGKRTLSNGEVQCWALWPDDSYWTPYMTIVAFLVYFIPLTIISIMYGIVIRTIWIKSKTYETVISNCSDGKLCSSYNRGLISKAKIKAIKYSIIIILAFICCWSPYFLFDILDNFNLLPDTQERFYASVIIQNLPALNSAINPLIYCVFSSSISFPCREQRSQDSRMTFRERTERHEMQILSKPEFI
IMPase Li cell: membrane-permeable IMPase blocker, potentiated with lithium | Potency, µM (top dose mostly 59.4 µM), for inactives: at the highest dose activity, negative = IMPase inhibition, actives largely listed as inhibitors | actives 0.35% (n = 210,000) | CHO-M1 cells, IP1 TR-FRET (IP-One), carbachol + lithium;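 further: IP1 builds up when IMPase is blocked and the TR-FRET signal falls; plate controls were basal vehicle for no effect and high inhibitor control for full effect; nearly all actives have a fitted effect of over 50% in size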
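CHO-M1, 2000 cells/well, 16–30 h culture; cpd + low Li+, 30 min 37C; lysis with d2-IP1/Eu-anti-IP1 Ab, 10 min RT; TR-FRET 665/620 ratio and 620 channel; AC50 via Hill.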
RECQ1 inh: RECQ1 (human) helicase inhibition. P46063. RECQ1 DNA unwinding, red fluorescence kinetic read. Potency, µM (titrated, usually from 57.3 µM), for the others: at the highest dose activity, negative = inhibition, hits mostly inhibitors. actives 0.54% (n = 240,000);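 further: plate controls were vehicle for no effect and no enzyme for full effect; nearly all actives have a fitted effect of over 30% in size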
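RECQ1T1 50 nM; forked duplex (20 bp + 30-nt ss tails) 200 nM, ATP 2 mM final; pH 8.0, 2 mM MgCl2, 2.5 ug/ml poly(dI-dC); 15 min compound preincubation; discontinuous kinetic read over 2 h at RT.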
KDM4E inh: inhibitors of human JMJD2E histone demethylase; B2RXH2; JMJD2E catalytic domain, FDH-coupled NADH fluorescence (FDH is formaldehyde dehydrogenase); Potency, µM (titrated, usually from 57.1 µM), for inactives: at the top dose activity change, negative = inhibition, hits mostly inhibitors; actives 1.6% (n = 230,000); AID 2147; active means well fitted inhibition curve with a large enough effect, not every such curve was filed as active; inconclusive means small, poorly fitted or top-dose-only effect, or another doubt; inactive means no such curve, though single readings can be large or run the other way;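 further: 0% = wells with enzyme and -100% = buffer wells without enzyme; nearly all actives have a fitted effect of over 50% in size; many of its hits are not listed in these tables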
Target sequence (B2RXH2 1-337 limits assumed): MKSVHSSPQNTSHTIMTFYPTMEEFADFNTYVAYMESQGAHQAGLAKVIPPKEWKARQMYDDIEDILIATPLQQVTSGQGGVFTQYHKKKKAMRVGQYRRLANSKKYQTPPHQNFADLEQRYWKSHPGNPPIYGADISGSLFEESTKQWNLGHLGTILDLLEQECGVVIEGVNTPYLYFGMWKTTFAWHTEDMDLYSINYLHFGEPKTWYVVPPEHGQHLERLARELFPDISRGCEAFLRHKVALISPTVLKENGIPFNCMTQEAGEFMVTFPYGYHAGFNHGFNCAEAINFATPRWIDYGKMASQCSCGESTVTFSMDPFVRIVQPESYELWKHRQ
RGS12 GoLoco inh: blocks human Gai1 binding to RGS12 GoLoco peptide, red readout; P63096; Gai1:RGS12 GoLoco peptide FP, rhodamine, 10 min; Potency, µM (top dose mostly 61.6 µM), for the others: top-dose activity, negative = inhibition, hits mostly inhibitors; actives 0.44% (n = 230,000); active means well fitted inhibition curve with a large enough effect, not every such curve was filed as active; inactive means no such curve, though single readings can be large or run the other way; further: on the % scale 0 is the no-effect control and ±100 the full control effect; nearly all actives have a fitted effect of over 30% in size; many of its hits are not listed in these tables
Target sequence (P63096 whole entry, looked up): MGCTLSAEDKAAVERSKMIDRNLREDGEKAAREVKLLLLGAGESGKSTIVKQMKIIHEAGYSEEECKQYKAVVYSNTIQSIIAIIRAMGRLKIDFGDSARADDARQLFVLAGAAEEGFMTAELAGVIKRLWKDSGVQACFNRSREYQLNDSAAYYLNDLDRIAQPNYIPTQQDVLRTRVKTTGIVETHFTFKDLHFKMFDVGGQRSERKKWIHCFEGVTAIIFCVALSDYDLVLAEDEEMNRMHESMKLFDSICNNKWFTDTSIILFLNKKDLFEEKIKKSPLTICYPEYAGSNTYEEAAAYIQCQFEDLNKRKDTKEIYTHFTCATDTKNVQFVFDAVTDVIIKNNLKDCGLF
KinaseGlo FLuc: Kinase-Glo luciferase inhibition (counter-screen); Q27757; Kinase-Glo luciferase, ATP luminescence, 8 min; Potency, µM (top dose mostly 38.3 µM), for the others: top-dose activity change, negative = inhibition, actives largely listed as inhibitors; actives 0.28% (n = 200,000); further: on the % scale 0 is the no-effect control and ±100 the full control effect; nearly all actives have a fitted effect of over 60% in size
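Light output from Kinase-Glo luciferase with luciferin and 10 uM ATP in 50 mM imidazole pH 7.2, KCl, MgCl2, Tween 20, BSA; compound pin-delivered, 8-min ambient incubation, then luminescence read.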
Starred values were filed as active, the others as inactive; i = inactive; ? = inconclusive; · = no result given; & = joins results of further samples; [ ] = dose if it differs, or a comment. Unless noted, the call rests on the fitted dose curve; in most records, active means well fitted curve in the direction sought with a large enough effect; inconclusive means small, poorly fitted or top-dose-only effect, or another doubt; inactive means no such curve, though single readings can be large; an effect the other way counts as inactive or inconclusive. Potency means the concentration at half of the fitted maximal effect. The list is partial. The share of hits here may be higher or lower than overall.

no.	canonical_smiles	Epigenetic derep	SMN2 splice enh	NPSR antagonist	IMPase Li cell	RECQ1 inh	KDM4E inh	RGS12 GoLoco inh	KinaseGlo FLuc
1	COC(=O)c1c(NC(=O)c2ccoc2C)sc2c1CCC2	0.9%	-2%	-22%[46.1 µM]	?	-15%	?	44%[activator]	-4%
2	Cc1c(C(=O)C(=O)NCc2cccs2)c2ccccc2n1C	0.9%	6%	2%	2%	-1%	3%	-2%	-1%
3	COc1cccc(/C=C2\SC(=S)N(N3C(=O)CCCC3=O)C2=O)c1	1.1%	12%	-19%	13%	i	-5%	-2%	-2%
4	CCCCOCCO	·	2%&-4%	·	-9%&-14%	0%&-5%	·	-15%&-1%	·
5	O=C(NCc1ccc2c(c1)OCO2)C1CCCN1C(=O)Nc1ccc(F)cc1 (stereo not given)	-7.2%	·	9%[46.1 µM]	·	-5%	2%	·	·
6	O=C(/C=C/c1ccccc1)Nc1ccc(CN2CCOCC2)cc1	-1.0%	29%	12%	-7%	-4%	-3%	-2%	1%
7	Cc1ccc(/C=N/N2CCN(Cc3ccccc3)CC2)o1	-0.7%	2%	-12%[46.1 µM]	30%[38.3 µM]	-11%	2%	8%	-1%
8	CC(=O)c1ccc(N2CCN(C(=O)CCN3C(=S)NC(C)(C)CC3C)CC2)cc1 (stereo not given)	-1.1%	-2%	3%	5%	-2%	-28%	10%	1%
9	O=c1ccc(N=Nc2ccccc2)ccc1O	7.7%	·	47%	·	-3%	5.6µM*	3%	·
10	O=c1c(O)c(-c2ccc(O)cc2)oc2ccc(O)cc12	-0.3%	·	·	7%	-3%	?	6%	2%
11	Cc1ccc(S(=O)(=O)NCC(=O)Nc2ccc(C(F)(F)F)cc2)cc1	-1.0%	0%	-2%[46.1 µM]	23%[38.3 µM]	7%	6%	-2%	-4%
12	Cc1cccc(NC(=O)c2ccc([N+](=O)[O-])s2)c1C	1.2%	-82%[inhibitor]	-20%	16%	0%	1%	-6%	2%

Reformatted with each value named: entries from further up.
#4 CCCCOCCO
  Epigenetic derep: ·
  SMN2 splice enh: 2%&-4%
  NPSR antagonist: ·
  IMPase Li cell: -9%&-14%
  RECQ1 inh: 0%&-5%
  KDM4E inh: ·
  RGS12 GoLoco inh: -15%&-1%
  KinaseGlo FLuc: ·
#5 O=C(NCc1ccc2c(c1)OCO2)C1CCCN1C(=O)Nc1ccc(F)cc1 (stereo not given)
  Epigenetic derep: -7.2%
  SMN2 splice enh: ·
  NPSR antagonist: 9%[46.1 µM]
  IMPase Li cell: ·
  RECQ1 inh: -5%
  KDM4E inh: 2%
  RGS12 GoLoco inh: ·
  KinaseGlo FLuc: ·
#6 O=C(/C=C/c1ccccc1)Nc1ccc(CN2CCOCC2)cc1
  Epigenetic derep: -1.0%
  SMN2 splice enh: 29%
  NPSR antagonist: 12%
  IMPase Li cell: -7%
  RECQ1 inh: -4%
  KDM4E inh: -3%
  RGS12 GoLoco inh: -2%
  KinaseGlo FLuc: 1%

(more compounds)
no.	canonical_smiles	Epigenetic derep	SMN2 splice enh	NPSR antagonist	IMPase Li cell	RECQ1 inh	KDM4E inh	RGS12 GoLoco inh	KinaseGlo FLuc
13	O=C(CSc1oc(-c2ccco2)nc1S(=O)(=O)c1ccccc1)NCC1CCCO1 (stereo not given)	-1.0%	-1%	3%	2%	-4%	-24%	-11%	4%
14	COc1ccc(OC)c(NC(=O)CSc2nnc(C3CCCCC3)o2)c1	0.0%	-9%	1%	8%	i	14%	4%	-1%
15	CCCn1c(=O)c(C(=O)NNS(=O)(=O)c2ccc(Cl)cc2)c(O)c2ccccc21	0.0%	-2%	-4%	1%	-25%	?	-1%	0%
16	Cc1cc(C)cc(NC(=O)c2ccc([N+](=O)[O-])o2)c1	-0.4%	-18%	-18%	-7%	i	2%	5%	2%
17	CC1CCCC(NC(=S)Nc2ccc(SC(F)F)cc2)C1C (stereo not given)	1.0%	·	?	43%[activator][38.3 µM]	-17%	1%	5%	-2%
18	CCOc1ccc(CN(CCO)CCO)cc1C(=O)OC	-0.9%	-6%	7%[46.1 µM]	-9%[38.3 µM]	i	-2%	2%	-1%
19	O=S1(=O)C[C@H]2NC(=S)N(c3ccccc3)[C@H]2C1	0.0%	7%	-4%[46.1 µM]	0%	0%	-1%	-2%	2%
20	O=C(NCCC1=CCCCC1)C1CCCN(S(=O)(=O)c2cccnc2)C1 (stereo not given)	-2.7%	-14%	-3%[46.1 µM]	-7%[38.3 µM]	-10%	-2%	2%	16%
21	O=C(CC1S/C(=N/N=C/C=C/c2ccccc2)NC1=O)Nc1ccc(C(=O)O)cc1 (stereo not given)	-1.4%	-6%	7%	-3%	-3%	-7%	0%	2%
22	COC(=O)c1sc(NC(=O)c2c(F)cccc2F)c(C#N)c1C	-1.2%	·	29%	-2%	i	-5%	-6%	·
23	NC(=O)c1oc2ccccc2c1NC(=O)c1ccccc1	-0.3%	2%	-1%[46.1 µM]	-2%[38.3 µM]	-7%	1%	-4%	3%
24	Cc1ccc2nc(N3CCC(C(=O)O)CC3)nc(-c3ccccc3)c2c1	-0.2%	-24%	-14%[46.1 µM]	-14%[38.3 µM]	0%	?	10%	10%

Excerpt: entries 22 to 24
no.	canonical_smiles	Epigenetic derep	SMN2 splice enh	NPSR antagonist	IMPase Li cell	RECQ1 inh	KDM4E inh	RGS12 GoLoco inh	KinaseGlo FLuc
22	COC(=O)c1sc(NC(=O)c2c(F)cccc2F)c(C#N)c1C	-1.2%	·	29%	-2%	i	-5%	-6%	·
23	NC(=O)c1oc2ccccc2c1NC(=O)c1ccccc1	-0.3%	2%	-1%[46.1 µM]	-2%[38.3 µM]	-7%	1%	-4%	3%
24	Cc1ccc2nc(N3CCC(C(=O)O)CC3)nc(-c3ccccc3)c2c1	-0.2%	-24%	-14%[46.1 µM]	-14%[38.3 µM]	0%	?	10%	10%

Following part:
no.	canonical_smiles	Epigenetic derep	SMN2 splice enh	NPSR antagonist	IMPase Li cell	RECQ1 inh	KDM4E inh	RGS12 GoLoco inh	KinaseGlo FLuc
25	CCCOc1ccccc1N1C(=O)CC(N(O)c2ccccc2)C1=O (stereo not given)	-1.1%	·	-7%	2%	i	1%	14%	-3%
26	Cc1csc(NC(=O)CSc2nnc(Cc3cccn3C)n2-c2ccc(F)cc2)n1	-1.6%	1%	-17%[46.1 µM]	21%[38.3 µM]	-10%	-21%	11%	1%
27	O=C(Nc1cccc(NC(=O)c2ccco2)c1)c1ccc2c(c1)OCCO2	-3.3%	20%	1%	5%	-4%	-18%	13%	-3%
28	CCOC(=O)N1CCC(NC(=O)c2cc3sccc3n2CC)CC1	-5.4%	-13%	?	-11%[38.3 µM]	i	4%	11%	-5%
29	O=C(N[C@@H](c1ccccc1)[C@@H]1C[C@H]1C(=O)NCc1ccccc1)OCc1ccccc1	2.2%	-19%	·	4%	-7%	17%	59%[activator]	0%
30	COc1cc(NC(=O)c2ccco2)ccc1NC(=O)c1ccccc1Cl	-0.2%	-18%	-17%[46.1 µM]	8%[38.3 µM]	1%	4%	-1%	2%
31	CCN(CCNC(=O)C1CCN(S(=O)(=O)c2c(C)noc2C)CC1)c1ccccc1	0.9%	·	-10%	2%	-4%	7%	-5%	·
32	c1ccc(-c2nccc(-c3ccco3)n2)nc1	1.1%	13%	4%	0%	1%	?	0%	-7%
33	Cc1cc(SCCC(=O)O)nc2c(C)cccc12	1.0%	-18%	?	10µM*	-2%	5%	2%	7%
34	CCCc1c(C(=O)NNc2ccccc2OC)cnn1-c1ccccc1	-2.0%	·	4%	·	i	-3%	-17%	·
35	O=C(NN1CCOCC1)c1cccc2ccccc12	-1.0%	13%	34%	-8%	0%	-2%	2%	4%
36	COC(=O)C(C#N)c1nc2ccccc2nc1N1CCN(Cc2ccc3c(c2)OCO3)CC1 (stereo not given)	?	25%	-3%[46.1 µM]	42%[activator][38.3 µM]	i	0%	7%	2%
37	CC(C)(C)OC(=O)N1CCC(C(N)=O)CC1	-1.0%	-8%	7%	8%	2%	9%	1%	1%
38	CSC(=N/N=C(\N)c1cnccn1)SC	-1.0%	-15%	8%	-4%	-4%	6%	9%	-5%
39	COC(=O)/C(=N/Nc1cccc(C)c1)N1CCCc2ccccc21	?	-12%	-29%	4%	-5%	9%	-9%	-1%
40	CC(=O)C1=C(O)C(=O)N(CCc2ccccc2)C1c1ccccc1[N+](=O)[O-] (stereo not given)	1.0%	-14%	-3%	-6%	-1%	-8%	12%	-1%
41	CCN1C(=O)/C(=c2\s/c(=C3\Sc4ccccc4N3C)c(=O)n2C)N(C)C1=S	2.1%	11%	5%	12%	-9%	-10%	63%[activator]	-14%
42	O=C(Nc1ccc(-c2nnc3n2CCCCC3)cc1)c1cnccn1	2.3%	9%	-23%[46.1 µM]	-15%[38.3 µM]	-11%	3%	0%	9%
43	COc1cc(NC(=O)COc2ccc(-n3ccnc3)cc2)cc(OC)c1	-0.3%	-28%	1%	12%	i	-10%	10%	0%
44	COc1ccc(C(=O)NCc2ccccn2)cc1	1.2%	0%	9%[46.1 µM]	1%	-1%	3%	4%	0%
45	Cn1c(=O)c2c(ncn2CC(O)CNc2ccc(Cl)cc2)n(C)c1=O (stereo not given)	-0.7%	-32%[inhibitor]	-16%[46.1 µM]	-11%[38.3 µM]	9%	1%	7%	1%
46	COc1ccc2[nH]c(C)c(CCN(Cc3cccs3)C(=S)Nc3cccc(F)c3)c2c1	-0.8%	-66%[inhibitor]	-29%[46.1 µM]	44%[activator][38.3 µM]	-14%	0%	66%[activator]	-4%
47	COc1cc(OC)c2c(c1)OC(=O)CC2c1ccccc1OC (stereo not given)	-1.0%	·	·	5%	-8%[81.1 µM]	·	-3%[88.7 µM]	3%[39.9 µM]
48	O=C(NCCCNCc1ccccc1)c1ccccn1	0.8%	-1%	-12%[46.1 µM]	-6%[38.3 µM]	i	1%	1%	14%
49	COC(CNC(=O)c1ccc(N2CCc3ccccc32)c([N+](=O)[O-])c1)OC	0.0%	-25%	-29%	23%	1%	-2%	7%	-2%
50	O=C1c2ccccc2-c2ccc(N=[N+]([O-])c3ccc4c(c3)C(=O)c3ccccc3-4)cc21	·	-7%[9.22 µM]	·	-7%	·	·	7%[14.2 µM]	-6%[7.66 µM]
51	COc1cc(C(=O)Nc2ccc(S(=O)(=O)Nc3cc(C)nc(C)n3)cc2)cc(OC)c1OC	-3.4%	9%	14%	3%	-5%	4%	11%	5%
